Bioassay records as filed in PubChem BioAssay.
NTR1 ag = NTR1-driven beta-arrestin-GFP spot formation – imaging, U2OS cells, high content, primary screen (AID 493036) | agonist mode | activation, % at 20 µM | 330,000 compounds, 0.17% hits;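 active = activation at or above 40% of the spot to cytoplasm intensity ratio, with at least 20 cells analyzed; inconclusive = wells under 20 cells, flagged as cytotoxic or low count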;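 also: 0% = DMSO without peptide and 100% = 100 nM NTR1 peptide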
Target sequence (P30989 whole entry, looked up): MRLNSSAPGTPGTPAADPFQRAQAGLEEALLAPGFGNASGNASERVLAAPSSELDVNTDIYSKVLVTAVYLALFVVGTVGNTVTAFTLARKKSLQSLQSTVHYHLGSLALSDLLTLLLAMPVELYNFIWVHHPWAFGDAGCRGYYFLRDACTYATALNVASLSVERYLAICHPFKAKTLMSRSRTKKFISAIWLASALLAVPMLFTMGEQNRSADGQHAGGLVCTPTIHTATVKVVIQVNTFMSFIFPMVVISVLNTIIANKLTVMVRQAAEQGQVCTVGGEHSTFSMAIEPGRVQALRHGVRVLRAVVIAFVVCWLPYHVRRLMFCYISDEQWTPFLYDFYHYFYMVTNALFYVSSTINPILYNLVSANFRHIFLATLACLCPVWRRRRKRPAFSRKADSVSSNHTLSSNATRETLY
T cell modulator = T cell immune modulation candidate | 2C CD8+ T cell-vesicle binding, flow cytometry; hits give low values | calls only at 7 µM | 330,000 compounds, 0.068% hits;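 active = response, share of CD8 T cells binding vesicles, and their 90th percentile fluorescence all below set limits, cut at about 80% in these data, passing the limit was not always enough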
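Incubation: binding step 1.5 h, 37 °C, antibody labelling 20 min, ice; system: murine 2C transgenic CD8+ T lymphocytes; technique: cytometric PE anti-B7-1 and Alexa647 anti-CD8 signals after 1% paraformaldehyde fixation; also added: QL9-charged Drosophila Ld/ICAM-1/B7-1 vesicles; control set: naked versus QL9-loaded vesicles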
GPR55 LPI antagonism = inhibition of LPI-stimulated GPR55 beta-arrestin translocation – imaging, U2OS, beta-arrestin-GFP, LPI agonist, primary screen (AID 2013); 290,000 compounds, 0.13% hits; U2OS GPR55 beta-arrestin-GFP translocation imaging, LPI antagonism; higher % means a stronger effect; inhibition, % at 10 µM, or IC50 in µM where a hit was titrated;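 active = spots per cell inhibited over 60%, with over 100 cells counted and total cytoplasm intensity under 500,000; inconclusive = wells with under 100 cells, flagged as likely toxic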;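 also: U2OS cells stably carrying GPR55 and arrestin-GFP stimulated by 5 µM LPI near EC80; imaged beta-arrestin-GFP aggregate spots per cell after agonist stimulation; plate controls were LPI-stimulated DMSO wells for no effect and DMSO wells without LPI for full effect; some results filed as inactive read as strong as hits; confirmed hits need IC50 under 10 µM and bright autofluorescent wells are also inconclusive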
Lipid droplet = modulators of hepatic lipid droplet formation; AML12 mouse hepatocytes, oleate lipid droplets, BODIPY imaging; 240,000 compounds, 0.4% hits; AID 1656; inhibition, % at 6.5 µM;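 active = lipid droplet intensity inhibited by at least 50%, with more than 500 cells counted; inconclusive = wells with under 300 cells, treated as cytotoxic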
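Technique: fluorescence imaging, 20x objective, two fields per well / Assay system: AML12 hepatocytes (mouse) / Measure: % inhibition of lipid droplet signal / Doses: 6.5 µM single-point dosing / Incubation: overnight exposure / Reagent: 100 µM oleic acid challenge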
Rac1 GTP hydrolysis = MgcRacGAP GTPase-activating activity inhibitors, confirmation, biochemical, ADP Hunter fluorescence | MgcRacGAP-stimulated Rac1 GTP hydrolysis, ADP Hunter fluorescence; higher % means a stronger effect; GST-tagged Rac1 F28L mutant substrate | one-dose inhibition, % at 30 µM; IC50 in µM for titrated hits | 340,000 compounds, 0.6% hits | AID 624330;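 active = first-screen hits whose inhibition reached a set limit at any dose in the follow-up dose series; inconclusive = inhibition above the set first-screen limit but never retested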;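 also: fluorescence reports GDP produced by GAP-driven GTP hydrolysis; strong numbers were not always called active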
GPR55 beta-arrestin = selective activators of receptor GPR55 – imaging, U2OS cells, beta-arrestin-GFP redistribution, primary screen (AID 1961); activation, % at 10 µM; hits with a dose series show EC50 in µM; 290,000 compounds, 0.048% hits; U2OS GPR55 beta-arrestin-GFP redistribution imaging; higher % means a stronger effect;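 active = activation above 40% with more than 50 cells counted in the well; inconclusive = wells holding fewer than 50 cells, flagged as toxic or sparse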;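 also: U2OS osteosarcoma cells stably expressing GPR55 and beta-arrestin-GFP; plate controls were DMSO negative control for no effect and LPI positive control for full effect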
GPR35 antagonists = GPR35 antagonists blocking zaprinast-driven arrestin recruitment, primary screen, imaging, U2OS, beta-arrestin-GFP, zaprinast agonist (AID 2058); U2OS GPR35 beta-arrestin-GFP translocation imaging, zaprinast antagonism; higher % means a stronger effect; inhibition, % at 10 µM, or IC50 in µM where a hit was titrated; 290,000 compounds, 0.052% hits;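 active = inhibition of at least 50% with at least 30 cells and total cytoplasm GFP at most 10,000,000; inconclusive = under 30 cells or total GFP of 10,000,000 plus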
SV40 large T antigen = SV40 large T antigen inhibitors, biochemical (AID 1903) | SV40 large T antigen ATPase/helicase inhibition assay; higher % means a stronger effect | inhibition, % at 20 µM, or IC50 in µM where a hit was titrated | 310,000 compounds, 0.39% hits; in the data active = a potency from the dose series; inconclusive = inhibition mostly from about 32% at the one dose, without a potency; inactive = the rest, 99 in 100 with inhibition below about 32%; also: strong numbers were not always called active
LYP phosphatase = inhibitors of LYP phosphatase, biochemical, fluorescence intensity, uHTS (AID 1779). inhibition, % at 11.5 µM; hits with a dose series show IC50 in µM. 290,000 compounds, 0.054% hits. recombinant LYP phosphatase, fluorescence intensity; higher % means a stronger effect; in the data active = inhibition above about 50%;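 also: plate controls were vehicle with enzyme for no effect and no enzyme for full effect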
Lipid droplet cells 6.5 µM = second read-out of Lipid droplet, no call of its own (marks repeat the call); cell count; measured here: cell count, cytotoxicity flag;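 cells counted across two imaged fields per well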
T cell modulator vesicle-bound % = recorded beside T cell modulator, whose call it bears; double positive events, %; measured here: CD8+ vesicle-bound cell fraction;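 binding gate set so that unloaded-vesicle control wells show 10% double positive cells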
NTR1 ag cell count 20 µM = recorded beside NTR1 ag, whose call it bears; cell count; measured here: cell count, cytotoxicity flag
* = called active by the depositor; i = inactive; ? = inconclusive; . = no result given; & = joins results of further samples.

SMILES	NTR1 ag	NTR1 ag cell count 20 µM	T cell modulator	T cell modulator vesicle-bound %	GPR55 LPI antagonism	Lipid droplet	Lipid droplet cells 6.5 µM	Rac1 GTP hydrolysis	GPR55 beta-arrestin	GPR35 antagonists	SV40 large T antigen	LYP phosphatase
c1ccc2c(CNCCN3CCOCC3)cccc2c1	0.4	64	i	34	2%	.	.	9%	-0.1%	-3%	-4%	-10%
CCOC(=O)CCC(=O)OCC(=O)NC(C)C1CC2CCC1C2 (centres undefined)	0.3	38	i	31	4%	.	.	10%	-0.1%	10%	2%	-5%
CCc1cccc(C)c1NC(=S)N1CCCC1C(=O)O (centres undefined)	-1.3	105	i	47	12%	0	660	-7%	0.2%	-1%	2%	-12%
O=C(CCN1CCN(Cc2ccccc2)CC1)Nc1ccc(OCc2ccccc2)cc1	-0.5	53	i	46	-5%	12	771	4%	0.2%	6%	-1%	-8%
COCCNC(=O)c1c[nH]c2ccc(S(=O)(=O)Nc3ccc(F)cc3F)cc2c1=O	-0.3	52	i	30	-7%	6	880	7%	0.8%	-1%	22%	-6%
Cc1ccc(C)c(OCCCNCc2ccccc2)c1	-0.4	75	i	10	-4%	1	795	19%	-0.2%	15%	8%	-8%
COC(=O)c1sccc1NC(=O)CSc1ccccc1NC(=O)CNC(C)C	2.4	45	i	51	-5%	-2	667	11%	-0.1%	5%	2%	-6%
CCN(CC)C(=O)c1ccc2nc(-c3ccccc3)c(-c3ccccc3)nc2c1	3.0	33	i	39	6%	7	551	8%	-0.3%	-3%	8%	-5%
CC1(C)CC(=O)C=C(NCCO)C1	0.1	61	i	37	-6%	.	.	4%	-0.2%	-12%	5%	-7%
Cc1ccc(S(=O)(=O)NNC(=S)NC(=O)c2ccc([N+](=O)[O-])cc2)cc1	-0.5	39	i	22	19%	25	682	-8%	0.7%	-13%	31%	-4%

An excerpt from above in order of formula weight, lowest first.
SMILES	NTR1 ag	NTR1 ag cell count 20 µM	T cell modulator	T cell modulator vesicle-bound %	GPR55 LPI antagonism	Lipid droplet	Lipid droplet cells 6.5 µM	Rac1 GTP hydrolysis	GPR55 beta-arrestin	GPR35 antagonists	SV40 large T antigen	LYP phosphatase
Cc1ccc(C)c(OCCCNCc2ccccc2)c1	-0.4	75	i	10	-4%	1	795	19%	-0.2%	15%	8%	-8%
c1ccc2c(CNCCN3CCOCC3)cccc2c1	0.4	64	i	34	2%	.	.	9%	-0.1%	-3%	-4%	-10%
CCN(CC)C(=O)c1ccc2nc(-c3ccccc3)c(-c3ccccc3)nc2c1	3.0	33	i	39	6%	7	551	8%	-0.3%	-3%	8%	-5%

(further entries)
SMILES	NTR1 ag	NTR1 ag cell count 20 µM	T cell modulator	T cell modulator vesicle-bound %	GPR55 LPI antagonism	Lipid droplet	Lipid droplet cells 6.5 µM	Rac1 GTP hydrolysis	GPR55 beta-arrestin	GPR35 antagonists	SV40 large T antigen	LYP phosphatase
COc1ccc(-c2csc(Nc3ccccc3)[n+]2CC(O)c2ccc([N+](=O)[O-])cc2)cc1 (centres undefined)	7.8	62	i	24	20%	2	705	14%	-0.1%	-8%	12%	11%
O=C(CSc1nnc(CN2CCCCCC2=O)n1-c1ccccn1)NCC(F)(F)F	1.7	53	i	20	-7%	.	.	4%	-0.2%	10%	4%	-6%
COc1ccc(NS(=O)(=O)c2ccc3c(c2)oc(=O)n3C)cc1Cl	1.4	56	i	59	1%	-8	842	-2%	0.4%	10%	-2%	-2%
CCN1CCN(CC(=O)Nc2nc3ccc(C)cc3s2)CC1	-0.8	71	i	34	6%	-1	787	15%	0.0%	-12%	-2%	-9%
CCN(CC)CCNC(=O)c1cc([N+](=O)[O-])c(N(C)C)cc1OC	0.5	71	i	20	14%	-6	672	2%	-0.1%	16%	5%	-8%
CC(=O)c1cccc(OCc2cc(C(=O)NCCC3=CCCCC3)no2)c1	1.8	57	i	23	11%	6	746	16%	-0.1%	9%	2%	-1%
Cc1ccc(C(=O)NN2C(=O)/C(=C/c3cccn3C)SC2=S)cc1	3.7	50	i	20	9%	-16	550	5%	0.6%	-11%	-1%	11%
Cc1ccc2c(C)c(C(=O)N3CCN(Cc4ccccn4)CC3)oc2c1C	0.8	59	i	70	12%	-19	599	7%	0.0%	0%	-4%	-8%
N#CCCN(C(=O)COC(=O)CNC(=O)c1ccc(-c2ccccc2)cc1)c1ccc(F)cc1	0.5	70	i	31	.	.	.	12%	.	.	28%	.
CN1CCN(NC(=S)Nc2ccc(Oc3ccccc3)cc2)CC1	-1.9	70	i	39	-13%	21	652	15%	0.0%	-7%	13%	0%

Further structures follow:
SMILES	NTR1 ag	NTR1 ag cell count 20 µM	T cell modulator	T cell modulator vesicle-bound %	GPR55 LPI antagonism	Lipid droplet	Lipid droplet cells 6.5 µM	Rac1 GTP hydrolysis	GPR55 beta-arrestin	GPR35 antagonists	SV40 large T antigen	LYP phosphatase
C/C(=N\NC(=O)c1c(Cl)c(C)nn1C)c1ccc(NC(=O)C2CCC2)cc1	2.7	81	i	13	1%	?	.	3%	0.2%	1%	1%	-8%
CC(=O)O[C@H]1CC[C@H]2[C@@H]3CCc4cc(O)ccc4[C@H]3CC[C@]12C	0.7	46	i	22	-1%	-29	722	3%	-0.2%	2%	23%&-2%	-2%
CNC(=S)NNC(=O)c1sc(-c2cc(C)on2)nc1C	1.0	61	i	31	3%	4	695	.	0.2%	-5%	12%	-8%
Cc1cc(-c2nnc3sc(C4CCCCC4)nn23)n[nH]1	0.4	75	i	40	-10%	.	.	0%	0.6%	-6%	28%	1%
COc1ccc(C(=O)COc2ccccc2C#N)cc1	0.7	48	i	1	17%	-1	763	-2%	0.3%	6%	10%	-6%
COCCN1C(=S)NC(c2cccc(C(F)(F)F)c2)C(C(=O)N2CCOCC2)=C1C (centres undefined)	0.7	51	i	17	0%	-14	717	3%	0.3%	-5%	5%	-5%
CCOC(=O)c1nn(-c2ccccc2F)c2nc(Nc3ccccc3)cc(=O)n12	5.1	53	i	0	17%	8	772	1%	0.1%	0%	7%	-2%
O=C(CCCCCNC(=O)N1CCn2c1nc1ccccc12)NCCc1ccccc1	0.5	62	i	26	-4%	19	780	14%	-0.2%	6%	9%	-11%
CCc1ccccc1NC(=S)/N=C(\N)Nc1nc(C)c2cc(C)ccc2n1	9.3	72	i	41	-9%	-2	677	3%	-0.1%	10%	19%	-1%
CCOc1ccccc1NC(=O)C1CCCN(C(=O)Nc2ccccc2)C1 (centres undefined)	-2.0	104	i	13	8%	-101	742	-1%	-0.4%	-20%	17%	-1%

Compound profiles, as listed above. Values in the order: NTR1 ag | NTR1 ag cell count 20 µM | T cell modulator | T cell modulator vesicle-bound % | GPR55 LPI antagonism | Lipid droplet | Lipid droplet cells 6.5 µM | Rac1 GTP hydrolysis | GPR55 beta-arrestin | GPR35 antagonists | SV40 large T antigen | LYP phosphatase
CC(=O)O[C@H]1CC[C@H]2[C@@H]3CCc4cc(O)ccc4[C@H]3CC[C@]12C is listed as 0.7 | 46 | i | 22 | -1% | -29 | 722 | 3% | -0.2% | 2% | 23%&-2% | -2%
O=C(CCCCCNC(=O)N1CCn2c1nc1ccccc12)NCCc1ccccc1 is listed as 0.5 | 62 | i | 26 | -4% | 19 | 780 | 14% | -0.2% | 6% | 9% | -11%

Later entries:
Below each compound – NTR1 ag, NTR1 ag cell count 20 µM, T cell modulator, T cell modulator vesicle-bound %, GPR55 LPI antagonism, Lipid droplet, Lipid droplet cells 6.5 µM, Rac1 GTP hydrolysis, GPR55 beta-arrestin, GPR35 antagonists, SV40 large T antigen, LYP phosphatase
Cc1ccc(NC(=O)CNc2cccc(C)c2C)c(C)c1
 : 1.0, 51, i, 11, 6%, -7, 794, 5%, 0.0%, 2%, 2%, -1%
COc1cc(OC)cc(C(=O)N/N=C/c2ccc(OC)c(COc3ccc(F)cc3)c2)c1
 : 2.6, 69, i, 44, -4%, ., ., 9%, -0.1%, 17%, -6%, -2%
Cc1ccc(NC(=O)CCC(=O)NNC(=S)Nc2ccc(F)cc2)c(C)c1
 : 1.6, 49, i, 27, -3%, 6, 796, 5%, -0.3%, -12%, 9%, -10%
CCCc1nc2c(=O)[nH]c3ccccc3c2o1
 : -0.6, 75, i, 13, -3%, ., ., 2%, -0.1%, 6%, 3%, -6%
O=C(O)c1cnn2c1C(=O)N(Cc1cccs1)CC2
 : 1.1, 58, i, 64, 12%, 17, 699, ., 1.0%, 8%, 5%, 6%
CCOC(=O)N1CCN(C2CCCN(C(=O)c3ccccc3C(F)(F)F)C2)CC1 (centres undefined)
 : -0.6, 67, ., ., 5%, 1, 841, -4%, 0.0%, -1%, ., -10%
CCOc1ccc(CNC(=O)C2CCCN(c3nnc(C)c4c(C)n(-c5ccccc5)nc34)C2)cc1 (centres undefined)
 : 5.7, 63, i, 100, -2%, -10, 745, 7%, -0.2%, 2%, 22%, -10%
Cc1ccc(NC(=O)CSc2nnc(-c3ccco3)o2)c(C)c1
 : 1.2, 49, i, 58, -8%, 4, 716, -1%, 0.5%, 3%, 3%, -7%
Cc1nnc(NC(=O)CSc2nnc(Cc3cccn3C)n2-c2ccccc2)s1
 : 0.9, 50, i, 33, 4%, 8, 667, 5%, 0.3%, 0%, 13%, -4%
CCOC(=O)c1c(NC(=O)c2cc(-c3cccc(O)c3)on2)sc(C(C)=O)c1C
 : 3.5, 99, i, 42, 0%, 6, 720, 7%, -0.3%, -11%, 9%, 2%
Cc1cc(NC2CCCC2)n2ncc(-c3ccccc3)c2n1
 : 2.4, 34, i, 27, 13%, 1, 784, 3%, 0.0%, 1%, 5%, -4%
